C diff HTS – C. difficile growth inhibition. growth activity, negative = inhibition, % at 16 µg/mL (by protocol). Clostridium difficile clinical isolate growth, OD600, 24 h; active compounds read low. AID 1259249. hit rate 0.25% among 86,000;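 active = mean growth activity at or below -80% and every replicate also at or below -80%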;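 note: 0% = DMSO wells and -100% = levofloxacin 16 µg/mL wells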
Tcruzi prolif – T. cruzi proliferation inhibition; inhibition, % at 8.34 µM; hit rate 5.9% among 77,000; T. cruzi beta-gal in NIH3T3, GalScreen luminescence, 90 h;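 active = mean inhibition above about 93%, with at least 55% of replicates each passing it, limit read from the data, passing the limit was not always enough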
GASC1 inh – blocks human GASC-1 (KDM4C) demethylase activity. inhibition, % at 12.5 µM. Q9H3R0. AID 720574. hit rate 0.15% among 96,000. GST-KDM4C 2-372, H3K9me3 peptide, LANCE TR-FRET;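 active = mean replicate inhibition above about 25%, with at least 55% of replicates also reaching it, limit read from the data, passing the limit was not always enough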
Target sequence (Q9H3R0 2-372 limits assumed): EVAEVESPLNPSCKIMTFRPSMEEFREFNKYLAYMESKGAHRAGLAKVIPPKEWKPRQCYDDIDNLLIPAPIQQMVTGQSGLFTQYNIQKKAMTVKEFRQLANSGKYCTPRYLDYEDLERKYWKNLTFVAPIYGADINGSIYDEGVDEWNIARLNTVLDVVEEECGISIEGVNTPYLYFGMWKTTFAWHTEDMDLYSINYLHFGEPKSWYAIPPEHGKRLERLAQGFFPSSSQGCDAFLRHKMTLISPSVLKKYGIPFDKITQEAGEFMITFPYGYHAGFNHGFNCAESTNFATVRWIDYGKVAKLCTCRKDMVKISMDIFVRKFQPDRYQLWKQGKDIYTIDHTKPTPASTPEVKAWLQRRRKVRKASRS
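material = GST-tagged GASC-1 (JMJD2C) catalytic fragment, aa 2-372 | amount = enzyme final amount 10 nM | medium = HEPES buffer, pH 7.5, plus ascorbate | also added = H3K9me3 peptide substrate, Fe(II), 2-oxoglutarate | dosing = single dose | times = 30 min demethylation and 1 h detection at room temperature | detection = LANCE TR-FRET | read-out basis = Fall in 671/618 emission ratio as inhibition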
Pf Dd2 inh – inhibitors of Plasmodium falciparum Dd2 growth; P. falciparum Dd2 growth, SYBR Green, 72 h; active compounds read low; activity change, % at 10 µM; hit rate 2.3% among 94,000; in the data active = activity change below about -80%
* hit, by the source's call; . = no result given; & = joins results of further samples. The order is random; any-hit rate near 6.7%.

SMILES	C diff HTS	Tcruzi prolif	GASC1 inh	Pf Dd2 inh
COc1ccc(NC(=O)Nc2ccc3c(c2)C(=O)N([C@@H](C)CO)C[C@H](C)[C@@H](CN(C)Cc2ccc(Cl)c(Cl)c2)O3)cc1	.	-59.8	0.3	10.4
O=C(c1ccc2c(c1)OCO2)N1CC2(C1)[C@@H](c1ccccc1)[C@@H](CO)N2C(=O)C1CC1	-0.9	.	1.8	24.0
CC(=O)N(C)C[C@H]1Oc2cc(C3=CCCCC3)ccc2S(=O)(=O)N([C@H](C)CO)C[C@H]1C	.	23.7	-1.3	30.6
CC(C)NC(=O)Nc1ccc2c(c1)C(=O)N([C@@H](C)CO)C[C@@H](C)[C@@H](CN(C)C(=O)CCCN(C)C)OCCCC[C@H](C)O2	22.2	13.2	1.3	23.8
CN(C[C@H]1N[C@@H](CO)[C@H]1c1ccc(C2=CCCCC2)cc1)S(C)(=O)=O	-2.2	14.2	-1.6	-8.5
CN(C)C(=O)c1ccc(-c2ccccc2[C@@H]2[C@H](C#N)N(C(=O)C3CC3)[C@H]2CO)cc1	6.9	.	-1.0	4.3
O=S(=O)(Cc1ccccc1)N1CCCCN2[C@@H](CO)[C@H](c3ccc(-c4ccc(F)cc4)cc3)[C@@H]2C1	40.2	94.4	-1.4	-31.1
C[C@@H]1CN([C@@H](C)CO)C(=O)c2cccc(N(C)C)c2O[C@@H]1CN(C)S(=O)(=O)c1cn(C)cn1	0.0	-8.1	1.9	2.9
COc1ccc(CNC(=O)C[C@@H]2CC[C@H](NC(=O)c3ccc4c(c3)OCO4)[C@H](CO)O2)cc1	-3.4	11.6	0.0	0.2
CCCN1C[C@@H](C)[C@H](OC)CN(C)C(=O)c2ccc(NC(=O)c3ccccc3)cc2OC[C@@H]1C	.	30.4	-0.5	-28.9
C[C@H]1CN([C@@H](C)CO)C(=O)Cc2cc(NC(=O)Nc3ccc(F)cc3)ccc2O[C@@H]1CN(C)C	-2.7&-3.0	.	0.8	3.7
C[C@@H]1CN([C@@H](C)CO)C(=O)c2cc(C#Cc3ccccc3F)cnc2O[C@H]1CN(C)C(=O)Cc1cccnc1	-1.8	.	-2.6	-25.4
COc1ccc(S(=O)(=O)Nc2ccc3c(c2)CC(=O)N([C@@H](C)CO)C[C@H](C)[C@H](CN(C)S(=O)(=O)c2cccs2)O3)cc1	0.3	12.1	0.3	-74.8
O=C([C@H]1[C@H](CO)[C@H]2Cn3c(ccc(-c4ccncc4)c3=O)[C@H]2N1CCC(F)(F)F)N1CCOCC1	0.9	-14.3	0.2	6.9
COCC(=O)N(C)C[C@H]1Oc2ncc(C3=CCCC3)cc2C(=O)N([C@@H](C)CO)C[C@@H]1C	-1.8	.	1.9	15.5
C[C@@H]1CN([C@H](C)CO)S(=O)(=O)c2ccc(C#C[C@@H](C)O)cc2O[C@@H]1CN(C)Cc1cccnc1	2.2	47.0	.	20.8
O=C(C[C@@H]1C=C[C@H](NC(=O)C2CCOCC2)[C@H](CO)O1)NCc1ccccc1Cl	-0.2	.	0.6	1.7
Cc1ccc(S(=O)(=O)N(C)C[C@H]2OCc3cn(nn3)CCCC(=O)N([C@@H](C)CO)C[C@H]2C)cc1	5.6	20.6	3.5	-6.7
O=C(C[C@@H]1C[C@@H]2c3cc(NC(=O)Nc4ccccc4)ccc3O[C@@H]2[C@H](CO)O1)NCC1CC1	-0.2	101.5*	-0.2	-11.0
C[C@@H]1CN([C@H](C)CO)C(=O)c2cc(C#Cc3ccc(F)cc3)cnc2O[C@H]1CN(C)C	19.4	5.8	6.0	-42.6
COc1cccc(NC(=O)N(C)C[C@@H]2Oc3ncc(C4=CCCCC4)cc3C(=O)N([C@@H](C)CO)C[C@H]2C)c1	-9.2	33.1	0.0	17.3
C[C@H](CO)N1C[C@H](C)[C@H](CN(C)S(C)(=O)=O)Oc2ccc(N(C)C)cc2C1=O	-3.9	33.0	7.8	1.8
C[C@@H]1CN([C@H](C)CO)S(=O)(=O)c2ccc(C#CC3(O)CCCC3)cc2O[C@@H]1CN(C)C(=O)Nc1cccc(F)c1	19.1	0.6	0.4	-46.7
CC(C)CC#Cc1cnc2c(c1)C(=O)N([C@@H](C)CO)C[C@H](C)[C@@H](CN(C)C(=O)c1ccc3c(c1)OCO3)O2	-10.7	79.2	-3.6	-46.8
C[C@@H]1CN([C@@H](C)CO)C(=O)c2cc(/C=C/c3ccccc3)cnc2O[C@H]1CN(C)Cc1ccncc1	2.0	120.0*	-0.5	-27.3

Next results follow.
SMILES	C diff HTS	Tcruzi prolif	GASC1 inh	Pf Dd2 inh
C[C@@H]1CN([C@@H](C)CO)S(=O)(=O)c2ccc(-c3ccc(C#N)cc3)cc2O[C@@H]1CN(C)CC1CC1	-3.4	-38.0	-0.5	-77.0
COCCNC(=O)C[C@@H]1CC[C@H]2[C@@H](COc3ccc(NC(=O)c4cc(C)on4)cc3C(=O)N2C)O1	-0.5	12.6	0.4	1.4
O=C(C[C@@H]1CC[C@@H](NC(=O)C2CC2)[C@@H](CO)O1)NCc1ccncc1	2.3	4.0	14.8	29.2
COCC(=O)N1[C@H](CO)[C@@H](c2ccccc2)[C@@H]1CN(C)C(=O)c1cccnc1	4.8	51.8	-0.7	-8.8
CC(=O)N(C)C[C@H]1Oc2cc(-c3ccccc3C)ccc2S(=O)(=O)N([C@H](C)CO)C[C@@H]1C	11.6	59.0	5.1	15.6
CC(C)(C)[S@](=O)N1Cc2cc(C(=O)N[C@H]3CCN(Cc4ccccc4)C3)nc(-c3cccc(-c4ccncc4)c3)c2[C@@H]1CCO	-6.5	.	-0.9	-78.2
COc1ccc(S(=O)(=O)N(C)C[C@@H]2Oc3c(NC(=O)Nc4ccc(C(F)(F)F)cc4)cccc3C(=O)N([C@H](C)CO)C[C@H]2C)cc1	2.3	65.3	-1.7	-3.7
CO[C@@H]1CN(C)C(=O)c2cc(NS(C)(=O)=O)ccc2OC[C@H](C)N(C(=O)C2CCOCC2)C[C@@H]1C	.	41.7	1.7	13.2
COCC(=O)N(C[C@@H]1N[C@@H](CO)[C@@H]1c1ccc(-c2ccccc2)cc1)C(C)C	-4.0	59.9	-0.5	-21.7
COc1cccc(-c2ccc3c(c2)O[C@@H](CN(C)Cc2cccnc2)[C@H](C)CN([C@@H](C)CO)S3(=O)=O)c1	-5.6	112.2*	2.2	-55.8
O=C(Cc1ccccc1)N1C[C@@H]2[C@H](c3ccccc31)[C@@H](CO)N2C(=O)c1cccc(F)c1	5.3	65.1	-0.9	-21.4
CCCC(=O)Nc1ccc2c(c1)OC[C@@H](C)N(CC1CCOCC1)C[C@H](C)[C@H](OC)CN(C)C2=O	0.0	7.7	4.3	-35.3
COc1ccc(NC(=O)N(C)C[C@H]2Oc3c(NC(=O)Nc4c(C)noc4C)cccc3C(=O)N([C@@H](C)CO)C[C@H]2C)cc1	.	-18.0	1.3	4.5
COCC(=O)N[C@H]1C[C@@H]2O[C@H](CO)CC[C@@H]2O[C@@H]1CCc1ccc(-c2ccccc2)cc1	1.4	.	.	-4.1
C[C@H](NC(=O)[C@@H]1[C@@H](CO)[C@@H]2Cn3c(ccc(-c4cccnc4)c3=O)[C@@H]2N1C)c1ccccc1	1.8	48.9	4.5	5.1
O=C(C[C@H]1C=C[C@H](NC(=O)c2ccccn2)[C@H](CO)O1)NCc1cc(F)cc(F)c1	.	19.3	0.0	-1.6
CN(C)C(=O)C[C@@H]1CC[C@@H](NC(=O)NC2CCCCC2)[C@H](CO)O1	0.6	.	-0.1	8.2
O=C(C1CCCC1)N1CC2(C1)[C@H](c1ccccc1)[C@@H](CO)N2C(=O)NC1CCCC1	-9.0	.	-0.5	-15.7
C[C@H]1CN([C@@H](C)CO)C(=O)CCCn2cc(nn2)CO[C@H]1CN(C)CC1CCCCC1	.	3.1	-0.9	-7.7
CC(C)NC(=O)Nc1cccc2c1O[C@H](CN(C)C(=O)Nc1ccc(C(F)(F)F)cc1)[C@H](C)CN([C@@H](C)CO)C2=O	-20.9	3.9	-2.1	-84.7*
C[C@@H]1CCCCO[C@H](CN(C)Cc2ccc(C(F)(F)F)cc2)[C@H](C)CN([C@@H](C)CO)C(=O)c2cc(NS(=O)(=O)c3ccccc3)ccc2O1	.	89.6	0.1	-32.6
CCS(=O)(=O)Nc1ccc2c(c1)C(=O)N(C)[C@@H]1CC[C@@H](CC(=O)Nc3ccccc3)O[C@@H]1CO2	4.7	-8.2	-0.1	2.3
Cc1ccccc1S(=O)(=O)N1[C@H](C#N)[C@H](c2ccc(C#CC3CCCCC3)cc2)[C@@H]1CO	-4.6	83.7	-1.8	-44.4
CO[C@H](CN(C)S(=O)(=O)c1ccc(F)cc1)[C@@H](C)CN(Cc1ccccc1Cl)[C@H](C)CO	.	42.4	-0.3	-40.3
Cc1noc(C)c1NC(=O)N(C)C[C@@H]1OCCCC[C@@H](C)Oc2ccc(NC(=O)Nc3ccc4c(c3)OCO4)cc2C(=O)N([C@H](C)CO)C[C@@H]1C	-1.2	-19.0	0.1	55.2

Continuation.
SMILES	C diff HTS	Tcruzi prolif	GASC1 inh	Pf Dd2 inh
O=C(C[C@@H]1CC[C@H]2[C@@H](COC[C@@H](O)CN2S(=O)(=O)c2ccccc2)O1)NCCN1CCCCC1	-0.9&-5.5	66.2	0.1	.
Cc1ccc(S(=O)(=O)Nc2ccc3c(c2)C(=O)N([C@@H](C)CO)C[C@@H](C)[C@H](CN(C)Cc2ccc(C(F)(F)F)cc2)OCCCC[C@H](C)O3)cc1	13.4	.	-1.1	-48.0
CC=Cc1ccc2n(c1=O)C[C@H]1[C@H](CO)[C@@H](C(=O)Nc3nccs3)N(C(=O)CC)[C@@H]21 (mixture of isomers)	0.0	-20.6	0.6	.
CN(C)CC(=O)N[C@@H]1C[C@@H]2O[C@@H](CO)CC[C@@H]2O[C@@H]1CCc1ccc(C#Cc2ccccc2)cc1	9.0	.	.	-47.6
CC(C)NC(=O)N(C)C[C@@H]1Oc2ccc(NC(=O)C3CCCCC3)cc2C(=O)N([C@@H](C)CO)C[C@@H]1C	-0.3	-0.7	0.5	12.4
Cc1noc(C)c1S(=O)(=O)Nc1cccc2c1O[C@H](CN(C)S(=O)(=O)c1ccc(F)cc1)[C@H](C)CN([C@H](C)CO)C2=O	-17.6	22.9	0.5	23.2

Eleven structures out of the list, ordered by formula weight, low to high:
SMILES	C diff HTS	Tcruzi prolif	GASC1 inh	Pf Dd2 inh
O=C(C1CCCC1)N1CC2(C1)[C@H](c1ccccc1)[C@@H](CO)N2C(=O)NC1CCCC1	-9.0	.	-0.5	-15.7
CC=Cc1ccc2n(c1=O)C[C@H]1[C@H](CO)[C@@H](C(=O)Nc3nccs3)N(C(=O)CC)[C@@H]21 (mixture of isomers)	0.0	-20.6	0.6	.
C[C@H]1CN([C@@H](C)CO)C(=O)CCCn2cc(nn2)CO[C@H]1CN(C)CC1CCCCC1	.	3.1	-0.9	-7.7
CN(C)CC(=O)N[C@@H]1C[C@@H]2O[C@@H](CO)CC[C@@H]2O[C@@H]1CCc1ccc(C#Cc2ccccc2)cc1	9.0	.	.	-47.6
O=C(C[C@@H]1CC[C@H]2[C@@H](COC[C@@H](O)CN2S(=O)(=O)c2ccccc2)O1)NCCN1CCCCC1	-0.9&-5.5	66.2	0.1	.
CC(C)NC(=O)N(C)C[C@@H]1Oc2ccc(NC(=O)C3CCCCC3)cc2C(=O)N([C@@H](C)CO)C[C@@H]1C	-0.3	-0.7	0.5	12.4
CC(C)NC(=O)Nc1cccc2c1O[C@H](CN(C)C(=O)Nc1ccc(C(F)(F)F)cc1)[C@H](C)CN([C@@H](C)CO)C2=O	-20.9	3.9	-2.1	-84.7*
Cc1noc(C)c1S(=O)(=O)Nc1cccc2c1O[C@H](CN(C)S(=O)(=O)c1ccc(F)cc1)[C@H](C)CN([C@H](C)CO)C2=O	-17.6	22.9	0.5	23.2
C[C@@H]1CCCCO[C@H](CN(C)Cc2ccc(C(F)(F)F)cc2)[C@H](C)CN([C@@H](C)CO)C(=O)c2cc(NS(=O)(=O)c3ccccc3)ccc2O1	.	89.6	0.1	-32.6
Cc1noc(C)c1NC(=O)N(C)C[C@@H]1OCCCC[C@@H](C)Oc2ccc(NC(=O)Nc3ccc4c(c3)OCO4)cc2C(=O)N([C@H](C)CO)C[C@@H]1C	-1.2	-19.0	0.1	55.2
Cc1ccc(S(=O)(=O)Nc2ccc3c(c2)C(=O)N([C@@H](C)CO)C[C@@H](C)[C@H](CN(C)Cc2ccc(C(F)(F)F)cc2)OCCCC[C@H](C)O3)cc1	13.4	.	-1.1	-48.0

Assay outcomes as filed in PubChem.
